# Bioassay records (PubChem BioAssay)
# FXN GAA850 act – activators of GAA850 frataxin (FXN) promoter | HEK293 lucGAA850 FXN promoter luciferase reporter, 24 h; percent of 10 µM SAHA response | activation, % at 6 µM | 360,000 compounds, 0.56% hits;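 active means activation above the average of all compounds screened plus 3 SD, cutoff fixed separately per campaign, cut at about 7.5% in these data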;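 further: 0% = DMSO wells and 100% = 10 µM SAHA wells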
# NPR1 activator – GC-A (human) enzyme activation; P16066; HEK293 GC-A cells, cGMP TR-FRET, EC30 ANP; 0% at EC30 ANP, 100% saturating ANP; activation, % at 10 µM; 370,000 compounds, 0.14% hits; AID 1671463; in the data active means activation above about 40%
# DAX1 inh-1 – DAX1 (NR0B1) inhibition, primary screen | inhibition, % at 6.8 µM | AID 652010 | 370,000 compounds, 1.1% hits | HEK293T StAR-luciferase reporter, SF-1/DAX-1 repression relief;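 active means inhibition above the mean over all tested compounds plus 3 SD, cut at about 3.6% in these data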;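 further: 0% = DAX-1 cells with DMSO and 100% = cells lacking DAX-1 with DMSO; higher inhibition means more luminescence from relief of DAX-1 repression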
# HGIII-sPLA2 inh – Inhibits HGIII-sPLA2 liposome hydrolysis, primary screen; Q9NZ20; inhibition, % at 12.2 µM; QFRET BODIPY PC-A2 liposome hydrolysis, fluorescence; AID 743126; 370,000 compounds, 0.56% hits;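 active means inhibition above mean plus 3 SD of compounds lying within the high and low control bounds, cut at about 19% in these data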;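 further: 0% = median of test compound wells and 100% = no enzyme DMSO wells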
# Target sequence (Q9NZ20 whole entry, looked up): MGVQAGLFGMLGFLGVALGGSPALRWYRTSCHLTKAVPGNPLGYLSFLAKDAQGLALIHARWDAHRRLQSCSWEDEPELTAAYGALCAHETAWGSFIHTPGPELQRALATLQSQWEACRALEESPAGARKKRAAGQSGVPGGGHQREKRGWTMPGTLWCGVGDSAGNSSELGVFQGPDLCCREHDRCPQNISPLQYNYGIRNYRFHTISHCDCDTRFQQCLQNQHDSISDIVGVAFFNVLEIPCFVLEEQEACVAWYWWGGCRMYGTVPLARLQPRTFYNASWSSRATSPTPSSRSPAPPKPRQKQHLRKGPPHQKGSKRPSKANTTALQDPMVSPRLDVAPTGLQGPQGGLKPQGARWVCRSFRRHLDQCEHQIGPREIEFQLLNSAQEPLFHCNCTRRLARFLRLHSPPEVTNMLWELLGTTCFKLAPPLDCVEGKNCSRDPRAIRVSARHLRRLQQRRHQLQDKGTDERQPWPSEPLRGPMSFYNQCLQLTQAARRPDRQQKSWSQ
# hcDAF12 agonist – activates DAF-12 receptor from parasite H. contortus. HEK293 hcDAF-12 lit1-tk-luc reporter, luminescence; 0% DMSO, 100% Δ7-dafachronic acid. activation, % at 6.8 µM. 370,000 compounds, 1.4% hits. AID 652067;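 active means activation above the mean of all tested compounds plus 3 SD, cut at about 5.5% in these data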;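 further: 100% = response to 3 µM Δ7-dafachronic acid high control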
# GC-B act – GC-B (human) receptor activation | P20594 | activation, % at 10 µM | 370,000 compounds, 0.11% hits | HEK293-GC-B cells, CNP EC30, cGMP TR-FRET; 0% at EC30 CNP, 100% saturating CNP;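 active means activation at 10 µM reaching about 35% in either raw or pattern-adjusted values, limit read from the data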
# ssDAF-12 act – activates DAF-12 receptor from parasite S. stercoralis | HEK293 ssDAF-12/GRIP1 lit1-tk-luc reporter, luminescence; % of 3 µM dafachronic acid response | activation, % at 6.8 µM | 370,000 compounds, 1% hits;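 active means activation above the mean over all tested compounds plus 3 SD, cut at about 0.9% in these data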;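 further: 0% = DMSO-only wells and 100% = 3 µM delta7-dafachronic acid wells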
# SMARCA2 act – SMARCA2 function activation, primary screen. MG213 cells, MMTV-luciferase reporter, dexamethasone, overnight. activation, % at 9.1 µM. 370,000 compounds, 1% hits. AID 652017; in the data active means activation above about 7.8%;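 further: 0% = vehicle wells and 100% = reference activator wells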
# hgDAF-12 ag – agonists of H. glycines DAF-12 nuclear receptor; 370,000 compounds, 1.8% hits; activation, % at 6.8 µM; HEK293 GAL4-hgDAF12 UAS-luciferase reporter, agonist luminescence; normalized to butyrate control;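 active means activation above a cutoff set at the mean of all screened compounds plus 3 SD, cut at about 10% in these data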;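 further: 0% = DMSO wells and 100% = sodium butyrate wells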
# DAX1 inh-2 – inhibitors of human orphan nuclear receptor DAX1 (NR0B1); AID 504766; P51843; inhibition, % at 6.75 µM; 340,000 compounds, 0.99% hits; HEK293 Gal4-DAX1 luciferase reporter, luminescence;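 active means inhibition above the mean over all tested compounds plus 3 SD, cut at about 4.2% in these data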;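 further: 0% = DAX1-transfected cells with DMSO and 100% = empty-vector control cells with DMSO; inhibition shows as a rise in luminescence from relieved DAX1 repression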
# Target sequence (P51843 207-470 limits assumed): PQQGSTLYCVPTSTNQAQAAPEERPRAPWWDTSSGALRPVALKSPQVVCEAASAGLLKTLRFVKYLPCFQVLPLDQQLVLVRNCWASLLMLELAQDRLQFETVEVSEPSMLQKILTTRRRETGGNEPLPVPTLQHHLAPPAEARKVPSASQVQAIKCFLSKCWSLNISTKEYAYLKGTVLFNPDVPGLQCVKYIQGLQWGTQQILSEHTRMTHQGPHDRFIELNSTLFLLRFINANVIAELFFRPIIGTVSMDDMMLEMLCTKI
# ADAM10 inh – ADAM10 inhibition, QFRET primary screen | inhibition, % at 7 µM | AID 720582 | recombinant ADAM10, EDANS/DABCYL FRET peptide cleavage, 3 h | 370,000 compounds, 0.62% hits;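 active means inhibition above a per-campaign cutoff equal to the mean of compounds falling between control-based bounds plus 3 SD, cut at about 20% in these data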;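 further: 0% = DMSO wells while the 100% control is not disclosed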
# Active calls of the source: *; i = inactive; nt = not tested or not shown.
SMILES,FXN GAA850 act,NPR1 activator,DAX1 inh-1,HGIII-sPLA2 inh,hcDAF12 agonist,GC-B act,ssDAF-12 act,SMARCA2 act,hgDAF-12 ag,DAX1 inh-2,ADAM10 inh
Cc1ccc(S(=O)(=O)N2CCCC2C(=O)NC2=NCCS2)cc1 (centres undefined),-0.6,-2,-0.2,1,-0.5,-3,-1.4,0,1.5,0.2,-5
CCOc1ccc(NC(=O)CCNS(=O)(=O)c2cccc3nsnc23)cc1,0.4,2,0.0,-1,0.2,3,-1.2,1,1.4,2.2,9
COc1cc(/C=N/n2c(C3CCCCC3)n[nH]c2=S)ccc1O,3.9,0,-0.3,8,1.3,-1,-0.9,-2,-0.9,0.8,3
Cc1ccc(C(=O)NCC(=O)NC2CCCCCC2)cc1,2.1,2,0.5,4,-2.2,0,-0.7,-3,-0.7,1.8,8
COc1cccc(/C=C/C(=O)NCCc2ccc(OC)c(OC)c2)c1,2.1,-8,0.4,17,-0.8,5,-2.0,1,-1.4,-1.0,-32
O=C(N/N=C/c1cccc(Cl)c1)C1CCCC1,7.5,-3,1.4,-3,-1.4,-7,-0.7,3,6.3,2.5,5
COc1ccc(-c2nn(-c3ccccc3)cc2C(=O)Nc2nccs2)cc1OC,-3.0,3,-0.7,-19,-2.1,1,-1.5,-6,-2.5,-1.0,15
CC(OC(=O)c1ccc(S(=O)(=O)N2CCCCC2)cc1)C(=O)Nc1ccc(C(N)=O)cc1 (centres undefined),0.8,-2,0.5,2,-0.6,1,-1.4,-1,3.4,-0.9,-2
O=C(NC(=S)Nc1ccc(S(=O)(=O)N2CCOCC2)cc1)c1ccccc1[N+](=O)[O-],1.3,-4,-0.3,13,-1.8,1,-1.0,2,0.0,-2.1,3
COC(=O)c1ccc(C(=O)NC(=S)Nc2nc3c(s2)CC(C)CC3)cc1 (centres undefined),0.9,3,0.3,10,-1.1,3,-0.6,1,-0.8,0.1,-12

# Ordered by molecular weight (largest number first): part of the list above.
SMILES,FXN GAA850 act,NPR1 activator,DAX1 inh-1,HGIII-sPLA2 inh,hcDAF12 agonist,GC-B act,ssDAF-12 act,SMARCA2 act,hgDAF-12 ag,DAX1 inh-2,ADAM10 inh
COc1ccc(-c2nn(-c3ccccc3)cc2C(=O)Nc2nccs2)cc1OC,-3.0,3,-0.7,-19,-2.1,1,-1.5,-6,-2.5,-1.0,15
COc1cccc(/C=C/C(=O)NCCc2ccc(OC)c(OC)c2)c1,2.1,-8,0.4,17,-0.8,5,-2.0,1,-1.4,-1.0,-32
Cc1ccc(C(=O)NCC(=O)NC2CCCCCC2)cc1,2.1,2,0.5,4,-2.2,0,-0.7,-3,-0.7,1.8,8

# (continued)
SMILES,FXN GAA850 act,NPR1 activator,DAX1 inh-1,HGIII-sPLA2 inh,hcDAF12 agonist,GC-B act,ssDAF-12 act,SMARCA2 act,hgDAF-12 ag,DAX1 inh-2,ADAM10 inh
CCCCOn1c(C)c(C(=O)OCC)c2c3no[n+]([O-])c3ccc21,1.3,15,-0.3,-2,-1.3,3,-1.4,1,-1.1,-0.2,-2
COc1ccc(OCCCC(=O)NCc2ccco2)cc1,0.8,nt,-0.1,1,-2.6,nt,-0.9,-2,1.5,0.3,0
CS(=O)(=O)N(CC(=O)NCc1ccco1)c1ccc(Cl)c(C(F)(F)F)c1,-1.4,-1,-0.7,-1,-1.1,0,-1.1,3,-0.5,-0.4,1
O=C(/C=C/c1ccc(Cl)c([N+](=O)[O-])c1)Nc1ccc(N2CCCC2)c(Cl)c1,-0.3,10,-0.4,4,-0.9,-2,-2.4,0,1.1,0.0,8
Nc1ccc(C(=O)N2CCN(S(=O)(=O)c3ccc(Cl)s3)CC2)cc1[N+](=O)[O-],1.3,-6,-0.3,-5,-1.1,-6,-1.0,-1,1.2,-0.5,-6
O=C(COC(=O)c1ccc(Cl)nc1)NCc1ccc(F)cc1,-1.0,3,-0.3,13,-0.7,3,-1.3,-3,-2.3,2.7,-25
COC(=O)c1noc(C)c1-c1ccnn1C(=O)c1ccc(C)cc1,-0.6,-1,-0.1,-2,0.5,-1,-1.8,-2,1.0,1.1,5
C#CC1(NC(=O)NCCCC)CCCCC1,1.0,2,0.2,13,0.6,6,-1.6,-3,2.9,0.2,0
CCn1c(SCC(=O)N2CCCC2)nc2c(c1=O)SC(C)C2 (centres undefined),-0.3,1,0.5,6,1.4,1,-0.7,3,0.1,-0.3,-1
COc1cc(C(=S)N2CCOCC2)ccc1OC(=O)c1ccccc1C,-1.2,-4,-0.4,4,-2.6,-3,-2.0,-3,-0.7,-0.3,6
Cc1occc1C(=O)NNC(=O)CN1C(=O)NC(C)(c2ccccc2)C1=O (centres undefined),-0.4,1,-0.2,3,-0.4,3,-0.8,-2,-1.8,-0.9,-2
NC(=NC(=O)c1ccc(OCC(F)(F)F)nc1)c1ccc(Cl)cc1,-0.3,-5,-0.2,2,-0.8,0,-1.8,-3,0.8,0.3,4
O=C1NC(Cc2ccccc2)C(=O)N1Cc1ccccc1 (centres undefined),-0.7,2,-0.3,-2,-0.5,2,-0.2,3,-1.1,2.5,-6
Cc1cc(Cl)c(OCCOCCN2CCNCC2)c(Cl)c1,-0.4,6,0.5,1,-1.7,0,-0.5,-2,3.0,0.0,0
CSc1nc2nc3c(cc2c(=O)[nH]1)C(O)Oc1ccc(C)cc1-3 (centres undefined),-2.1,-4,-0.3,3,0.9,-2,-1.2,1,-1.8,-0.8,-378
CCOc1ccc(CCNC(=O)COC(=O)CCS(=O)(=O)c2ccc(C)cc2)cc1OCC,-0.5,-4,1.1,-11,-1.1,-4,-1.2,-5,-1.4,-0.1,5
Brc1cccc(OCCN2CCc3ccccc3C2)c1,2.0,-3,-0.1,-5,1.4,-6,0.1,3,1.0,0.5,8
CCOc1ccc(OCc2ccc(C(=O)NC(C)C)o2)cc1,4.9,6,-0.6,-2,-1.2,3,-1.9,1,4.9,-0.8,-6
Cc1ccc(-n2c(C)nnc2SCC(=O)N(C)C2CCS(=O)(=O)C2)cc1 (centres undefined),0.0,1,1.1,1,4.2,-1,-0.9,-4,-1.2,-0.1,-6
Cc1ccccc1C(=O)Nc1nnc(CC(=O)N/N=C/c2ccco2)s1,-1.8,0,-0.1,-45,-1.2,-8,-1.2,5,-4.3,-0.6,2
CCCCOc1ccc(-c2c(C#N)c(N)nc(SCC(N)=O)c2C#N)cc1,7.2,8,-1.3,46*,-3.4,-9,-1.4,-3,-4.2,-1.4,6
O=C(NCc1ccc(Cl)c(Cl)c1)O[C@H]1CC[C@@]23CCCN2C(=O)CCC[C@H]3C1,nt,-9,nt,-5,-3.0,-4,-2.1,nt,-4.7,nt,0
CN(C(=O)CSc1nc2scc(-c3ccccc3)c2c(=O)[nH]1)c1ccccc1,0.7,1,-0.4,-34,-1.3,-2,-0.6,-2,-3.4,-0.3,-12
COc1ccc(C(=O)Nc2cccnc2Sc2ccc(Cl)cc2)cc1,1.5,-6,-0.1,7,-2.5,0,-2.1,-3,3.2,nt,-1
COCCN1C(=O)CCC1(C)C(=O)NC1CCCCC1 (centres undefined),nt,2,0.2,1,-0.1,1,-0.3,-1,-3.5,nt,-11
CC(C)C(C(=O)NC1CCCC1)N(CC1CCCO1)C(=O)CNS(=O)(=O)c1ccccc1 (centres undefined),0.8,3,-0.1,14,-1.1,1,-0.7,-2,0.8,-1.1,-4
O=C(Nc1ncc(Cc2cccc(Cl)c2Cl)s1)c1ccc([N+](=O)[O-])cc1,-0.5,0,0.1,6,-0.6,0,-0.5,-3,0.9,0.0,-4
CCSc1nnc2nc3[nH]c4c(C)cccc4c3nn12,3.8,4,1.6,-4,3.5,1,1.5*,4,5.9,nt,0
O=C(c1ccc(Cl)cc1)N1N=CCC1(O)c1ccc(Cl)cc1 (centres undefined),-0.7,-9,-0.3,7,-2.3,-6,-0.4,-3,-1.4,0.7,1
Cc1cc(NC(=O)CCc2c[nH]c3ccccc23)ccc1Oc1cccnc1,nt,-13,1.2,-50,1.5,-23,-1.0,0,5.8,nt,-1
Cc1c(CCOC(=O)C23CC4(C)CC(C)(CC(C)(C4)C2)C3)sc[n+]1CC(=O)c1ccccc1,3.6,-2,0.2,11,-0.7,8,-0.8,-1,1.3,-0.8,8
N#Cc1cc2c(=O)n3ccccc3nc2n(-c2ccccc2Cl)c1=O,-0.7,2,-0.5,8,0.6,-3,-1.3,-3,-2.9,-1.6,i
COCCn1c(C)cc(C(=O)COc2ccc(C)nc2[N+](=O)[O-])c1C,-8.4,0,-2.4,-1,-6.0,5,-3.4,-3,-14,-3.5,-5
CN(/N=C/c1cccnc1)c1cnc2ccccc2n1,9.3*,7,7.3*,3,12*,-4,4.2*,9.0*,20*,2.5,1

# Exported as labelled records: 3 of the compounds above
N#Cc1cc2c(=O)n3ccccc3nc2n(-c2ccccc2Cl)c1=O
  FXN GAA850 act = -0.7
  NPR1 activator = 2
  DAX1 inh-1 = -0.5
  HGIII-sPLA2 inh = 8
  hcDAF12 agonist = 0.6
  GC-B act = -3
  ssDAF-12 act = -1.3
  SMARCA2 act = -3
  hgDAF-12 ag = -2.9
  DAX1 inh-2 = -1.6
  ADAM10 inh = i

COCCn1c(C)cc(C(=O)COc2ccc(C)nc2[N+](=O)[O-])c1C
  FXN GAA850 act = -8.4
  NPR1 activator = 0
  DAX1 inh-1 = -2.4
  HGIII-sPLA2 inh = -1
  hcDAF12 agonist = -6.0
  GC-B act = 5
  ssDAF-12 act = -3.4
  SMARCA2 act = -3
  hgDAF-12 ag = -14
  DAX1 inh-2 = -3.5
  ADAM10 inh = -5

CN(/N=C/c1cccnc1)c1cnc2ccccc2n1
  FXN GAA850 act = 9.3*
  NPR1 activator = 7
  DAX1 inh-1 = 7.3*
  HGIII-sPLA2 inh = 3
  hcDAF12 agonist = 12*
  GC-B act = -4
  ssDAF-12 act = 4.2*
  SMARCA2 act = 9.0*
  hgDAF-12 ag = 20*
  DAX1 inh-2 = 2.5
  ADAM10 inh = 1

# Full records as entered above:
# Shown for `N#Cc1cc2c(=O)n3ccccc3nc2n(-c2ccccc2Cl)c1=O` : FXN GAA850 act = -0.7; NPR1 activator = 2; DAX1 inh-1 = -0.5; HGIII-sPLA2 inh = 8; hcDAF12 agonist = 0.6; GC-B act = -3; ssDAF-12 act = -1.3; SMARCA2 act = -3; hgDAF-12 ag = -2.9; DAX1 inh-2 = -1.6; ADAM10 inh = i
# Shown for `CN(/N=C/c1cccnc1)c1cnc2ccccc2n1` : FXN GAA850 act = 9.3*; NPR1 activator = 7; DAX1 inh-1 = 7.3*; HGIII-sPLA2 inh = 3; hcDAF12 agonist = 12*; GC-B act = -4; ssDAF-12 act = 4.2*; SMARCA2 act = 9.0*; hgDAF-12 ag = 20*; DAX1 inh-2 = 2.5; ADAM10 inh = 1
